Compound activity as filed in PubChem BioAssay.
RXFP1 agonist = qHTS Assay for Agonists of the Relaxin Receptor RXFP1. Relaxin receptor 1 (Homo sapiens), Q9HBX9. HEK293T-RXFP1 cAMP TR-FRET, 30 min; response scale: percent of porcine relaxin response, buffer zero. Potency, µM (doses to about 57.5 µM), inactives show at the highest dose activation, usual class: activators. 370,000 compounds, 0.3% hits. AID 2676, 2010; note: % is set by controls: 0 for no effect and ±100 for the full control effect; nearly all actives have a fitted effect of over 60% in size; many of its hits are not listed in these tables
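Agonist response is measured as cAMP accumulation in an RXFP1-transfected HEK293T line under PDE4 inhibition. Values are scaled between buffer-only and 29 nM porcine relaxin, and EC50s come from standard Hill equation fits.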
12-LOX inh = Primary qHTS assay for inhibitors of human arachidonate 12S-lipoxygenase (ALOX12): Round 2 | Polyunsaturated fatty acid lipoxygenase ALOX12 (Homo sapiens), P18054 | purified 12hLO, xylenol orange hydroperoxide absorbance | Potency, µM (doses to about 108 µM), for inactives: at the top dose activity change, negative = inhibition, actives largely listed as inhibitors | 580,000 compounds, 1.1% hits | AID 1671190, 2021; note: % is set by controls: 0 for no effect and ±100 for the full control effect
Target sequence (P18054 whole entry, looked up): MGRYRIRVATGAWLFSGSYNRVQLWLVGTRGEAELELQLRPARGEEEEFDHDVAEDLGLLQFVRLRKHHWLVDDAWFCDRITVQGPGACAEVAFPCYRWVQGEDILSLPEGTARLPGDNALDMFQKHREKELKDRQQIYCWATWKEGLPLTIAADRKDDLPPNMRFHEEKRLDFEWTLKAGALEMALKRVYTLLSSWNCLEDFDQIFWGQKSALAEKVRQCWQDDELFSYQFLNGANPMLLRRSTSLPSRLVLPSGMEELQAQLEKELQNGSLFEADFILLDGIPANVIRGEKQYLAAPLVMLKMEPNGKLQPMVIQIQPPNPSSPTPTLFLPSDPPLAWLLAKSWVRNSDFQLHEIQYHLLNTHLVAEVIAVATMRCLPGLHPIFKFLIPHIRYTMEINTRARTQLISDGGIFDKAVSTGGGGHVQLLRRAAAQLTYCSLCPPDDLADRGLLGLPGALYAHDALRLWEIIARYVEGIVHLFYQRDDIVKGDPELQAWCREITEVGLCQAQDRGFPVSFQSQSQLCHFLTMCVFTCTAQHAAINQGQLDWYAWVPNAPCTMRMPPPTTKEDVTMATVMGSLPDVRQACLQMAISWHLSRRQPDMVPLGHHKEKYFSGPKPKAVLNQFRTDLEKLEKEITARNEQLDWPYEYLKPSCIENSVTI
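Purified human 12hLO at 150 nM in 25 mM Hepes, 0.01% Triton X-100, pH 7.0, preincubated 15 min at room temperature with compound. Reaction started with 40 uM arachidonic acid, 30 min at room temperature. Hydroperoxide measured by Fe-xylenol orange, 573/405 nm absorbance ratio.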
Vif-A3G inh = qHTS for Inhibitors of Vif-A3G Interactions: qHTS | Potency, µM (doses to about 46.1 µM), for the others: at the highest dose activity, negative = active, most hits filed as inhibitors | HeLa A3G-eYFP + Vif (tagged APOBEC3G with the HIV-1 protein that degrades it), YFP fluorescence, overnight | 410,000 compounds, 0.076% hits | DNA dC->dU-editing enzyme APOBEC-3G (Homo sapiens), Q9HC16;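 note: % is set by controls: 0 for no effect and ±100 for the full control effect; nearly all actives have a fitted effect of over 60% in size; hits raise eYFP signal because A3G escapes Vif-driven loss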
Target sequence (Q9HC16 whole entry, looked up): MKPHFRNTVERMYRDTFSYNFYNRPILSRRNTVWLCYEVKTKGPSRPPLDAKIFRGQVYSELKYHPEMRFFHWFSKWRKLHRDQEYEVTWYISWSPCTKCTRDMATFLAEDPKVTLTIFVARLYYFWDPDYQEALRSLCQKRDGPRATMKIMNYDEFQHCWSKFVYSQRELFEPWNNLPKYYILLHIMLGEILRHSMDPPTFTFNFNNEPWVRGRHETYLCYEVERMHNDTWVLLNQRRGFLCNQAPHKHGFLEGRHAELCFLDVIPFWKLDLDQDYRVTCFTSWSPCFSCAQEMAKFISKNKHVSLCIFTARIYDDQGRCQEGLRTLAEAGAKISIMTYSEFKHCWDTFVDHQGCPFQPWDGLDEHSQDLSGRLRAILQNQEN
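HeLa cells stably expressing Vif and C-terminally eYFP-tagged A3G, seeded overnight at 37 deg C, then exposed to compound by pintool overnight at 37 deg C. Rise in yellow fluorescence (Ex 488/Em 500-530, Acumen) marks blocked Vif-driven A3G degradation.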
USP1-UAF1 inh = Inhibitors of USP1/UAF1: Primary Screen; Ubiquitin carboxyl-terminal hydrolase 1 (Homo sapiens), O94782; recombinant USP1/UAF1, Ub-Rhodamine cleavage fluorescence; Potency, µM (doses to about 57.1 µM), for inactives: at the highest dose activity change, negative = inhibition, usual class: inhibitors; 390,000 compounds, 0.23% hits; AID 743255, 2014; note: % is set by controls: 0 for no effect and ±100 for the full control effect; nearly all actives have a fitted effect of over 60% in size; inactives centre near -12
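USP1/UAF1 complex (1 nM) preincubated 15 min at room temperature with compound, then Ub-Rho substrate (150 nM final) added. Kinetic fluorescence at 480/540 nm over 6 reads at 60 s intervals; 50 mM HEPES pH 7.8, 0.5 mM EDTA, 0.1 mg/ml BSA, 1 mM TCEP, 0.01% Tween-20.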
mIDH1 inhibitor = qHTS for Inhibitors of mutant isocitrate dehydrogenase 1 (IDH1): qHTS. Isocitrate dehydrogenase [NADP] cytoplasmic (Homo sapiens), O75874. 390,000 compounds, 0.093% hits. Potency, µM (top dose mostly 76.6 µM), inactives show top-dose activity change, negative = inhibition, actives largely listed as inhibitors. AID 602179, 2012. IDH1-R132H enzyme, NADPH consumption, diaphorase/resazurin fluorescence; note: % is set by controls: 0 for no effect and ±100 for the full control effect; nearly all actives have a fitted effect of over 65% in size
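IDH1-R132H (0.5 ug/mL) preincubated 30 min with compound, then NADPH (0.016 mM) and alpha-KG (2 mM) added; 80 min at RT, pH 7.5. Remaining NADPH coupled via diaphorase/resazurin to fluorescence (540/590 nm); concentration-response curves normalized to no-enzyme control.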
TrxR1 substrate = qHTS Assay for Substrates of Mammalian Selenoprotein Thioredoxin Reductase 1 (TrxR1): qHTS; purified TrxR1 substrate turnover, NADPH consumption readout; Potency, µM (series often up to 114 µM), inactives show at the top dose activity change, negative = substrate turnover; 390,000 compounds, 0.01% hits; note: % is set by controls: 0 for no effect and ±100 for the full control effect; nearly all actives have a fitted effect of over 50% in size
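Rat TrxR1, dispensed at 90 nM, was prereduced with 400 uM NADPH (final) for 5 min at ~22 deg C, then incubated with compound 15 min before 400 uM selenite. A first-read NADPH fluorescence drop versus no-compound background flagged substrates.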
RGS4 inhibitor = Inhibitors of Regulator of G Protein Signaling (RGS) 4: qHTS; Regulator of G-protein signaling 4 (Homo sapiens), P49798; Transcreener GDP fluorescence polarization, RGS4-accelerated GTP hydrolysis; Potency, µM (highest dose often 114 µM), inactives show at the top dose activity change, negative = inhibition, actives largely listed as inhibitors; 390,000 compounds, 0.039% hits; AID 504845, 2011; note: % is set by controls: 0 for no effect and ±100 for the full control effect; nearly all actives have a fitted effect of over 75% in size; some results filed as inactive show a strong effect at the top dose
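MLSMR compounds (23 nl, pin-transferred) preincubated 10 min at room temperature with a 500nM (2x) first reagent, then RGS4 at 900nM (2x) plus Transcreener GDP mix added; fluorescence polarization (620/688 nm) read before and after 90 min at 30 °C.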
Vif-A3F inh = qHTS for Inhibitors of Vif-A3F Interactions: qHTS; HeLa A3F-eYFP + Vif (tagged APOBEC3F with the HIV-1 protein that degrades it), YFP fluorescence increase; Potency, µM (highest dose often 46.1 µM), without a hit: top-dose activity, negative = active; 390,000 compounds, 0.2% hits; note: % of control where 0% means no effect; nearly all actives have a fitted effect of over 65% in size
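Fluorescence increase (Ex 488/Em 500-530) after overnight compound treatment at 37 deg C flags inhibition of Vif-driven A3F-eYFP loss in stable HeLa A3F-eYFP/Vif cells seeded overnight beforehand.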
rTrxR1 inhibitor = qHTS Assay for Inhibitors of Mammalian Selenoprotein Thioredoxin Reductase 1 (TrxR1): qHTS | recombinant rTrxR1, NADPH fluorescence consumption, selenite substrate | Potency, µM (series often up to 114 µM), without a hit: top-dose activity change, negative = inhibition, most hits filed as inhibitors | 390,000 compounds, 1% hits | AID 588453, 2011; note: % is set by controls: 0 for no effect and ±100 for the full control effect; nearly all actives have a fitted effect of over 65% in size
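Rat TrxR1 (90 nM in the dispensed reagent) was pre-reduced with 400 uM NADPH for 5 min at room temperature, then incubated with compound for 15 min. After 400 uM selenite was added, NADPH fluorescence (Ex 340/Em 450 nm) was followed for 8 min.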
Starred values were filed as active, the others as inactive; i = inactive; ? = inconclusive; · = not tested or not shown; [ ] = another dose, or the depositor's remark. Calls come from the whole dose curve; as a rule, active = well fitted curve in the direction sought with a large enough effect; inconclusive = small, poorly fitted or top-dose-only effect, or another doubt; inactive = no such curve, though single readings can be large; an effect the other way counts as inactive or inconclusive. Potency is the fitted concentration of half-maximal effect.

SMILES	RXFP1 agonist	12-LOX inh	Vif-A3G inh	USP1-UAF1 inh	mIDH1 inhibitor	TrxR1 substrate	RGS4 inhibitor	Vif-A3F inh	rTrxR1 inhibitor
Cc1ccc(NC(=S)Nc2c(C)n(C)n(-c3ccccc3)c2=O)cc1Cl	0.6%	-9%	1%	-23%	4%	-5%	-5%	9%	-35%
COc1ccc(C(=O)n2nc(-c3ccco3)nc2NCc2cccs2)cc1	-1.0%	?	-10%	-21%	4%	-1%	-23%	0%	22µM*
COc1ccc(NC(=O)/C(C#N)=C/c2ccc(Br)o2)cc1	0.1%	?	-3%	19%	0%	-3%	-10%	-16%	8%
CN(C)c1ccc(N/C=C/C(=O)C(F)(F)F)cc1	0.3%	-12%	0%	-23%	4%	8%[57.1 µM]	-100%	5%	21%[57.1 µM]
Cc1ccc(NC(=O)CNC(=O)Cc2cccc3ccccc23)nc1	0.9%	-3%	4%	-4%	-5%	1%	19%	3%	23%
COc1ccc(/C=C2/C(=O)ON=C2c2ccccc2)cc1OC	-2.2%	?	-26%	-17%	-2%	7%	?	·	32µM*
CN(CC(=O)Nc1c(Cl)cccc1Cl)C(=O)CCc1nc2sc3c(c2c(=O)[nH]1)CCCC3	1.7%	?	-6%	-14%	2%	-5%	-1%	-22%	-7%
CCN(C[C@H]1N[C@@](Cc2ccccc2)(C(=O)OC)[C@H]2C(=O)N(C)C(=O)[C@@H]12)C(=O)Nc1ccc(C)cc1	·	17%	1%	-5%	0%[38.3 µM]	-2%	16%	5%	11%
CCc1ccc(NC(=O)CCCn2nc(CC)n3c(cc4occc43)c2=O)cc1	2.2%	4%	0%	-26%	0%	-2%	-1%	2%	14%
COCCN(Cc1cc2cccc(C)c2n2nnnc12)C(=O)C(F)(F)F	-0.6%	0%	1%	-4%	8%	4%	-21%	-1%	5%
CCC1(C)C(Nc2c(C)cccc2C)=NC(=S)N1c1ccc(NC(C)=O)cc1 (stereo not given)	-2.7%	-4%	0%	-11%	6%	-1%	-8%	1%	-4%
CCOc1ccccc1N(CC(=O)NC1CCCCC1)C(=O)c1nsc(Cl)c1Cl	0.6%	-7%	-7%	-16%	1%	-5%	5%	6%	12%
O=C(c1cc(F)ccc1F)C1CCCN(C(=O)CCCN2CCCCC2=O)C1 (stereo not given)	4.4%	-8%	0%	-20%	7%	2%	-6%	-1%	18%
O=C(CN(Cc1ccccc1)C(=O)c1cc2c(s1)CCC2)NCc1cccs1	1.2%	0%	1%	-4%	-2%	-4%	-6%	-12%	7%
CCCCn1c(=O)c(CCC(=O)OCC(=O)Nc2cccc3ccccc23)nc2ccccc21	5.6%	-21%	-4%	-9%	-6%	-4%[57.1 µM]	14%	-9%	-18%[57.1 µM]
NS(=O)(=O)c1cccc(NC(=O)COC(=O)CC2CC3CCC2C3)c1 (stereo not given)	0.1%	12%	-2%	-15%	8%	0%[57.1 µM]	-27%	-2%	4%[57.1 µM]
C/C(=N\N=C(N)N)c1cc(Cl)ccc1Cl	-2.7%	3%	-3%	-11%	-5%	1%	16%	2%	24%
COc1ccc2nc(NC(=O)Cc3cccs3)sc2c1	-0.3%	?	-7%	0%	3%	-1%	9%	0%	-8%
Cc1cc(C)nc(/N=C(\N)Nc2ccc(OCc3ccccc3)cc2)n1	1.3%	?	-12%	-4%	8%	-1%	26%	-11%	8%
C[C@@H]1CN([C@@H](C)CO)S(=O)(=O)c2ccc(-c3ccccc3)cc2O[C@@H]1CN(C)Cc1ccccc1C(=O)O	·	-8%	-3%	-22%	2%	·	·	-3%	·
Cc1cc(C(F)F)n2ncc(C(=O)NCc3ccccc3C(F)(F)F)c2n1	8.1%	12%	-4%	-15%	17%	-7%	-17%	4%	-2%
O=C(CN(CCCN1CCOCC1)C(=O)Cn1nnc(-c2ccc(F)cc2)n1)NC1CCCCC1	-0.7%	9%	-3%	-5%	4%	-2%	-3%	-2%	-2%
CCOC(=O)C1CCN(S(=O)(=O)c2cn(C)c(C)n2)CC1	6.4%	?	1%	-20%	-14%	22%	-23%	-2%	7%
CCCCOc1cccc(/C=C(\C#N)C(=O)NC2CC2)c1	0.3%	-12%	-2%	-12%	3%	-8%	-30%	-6%	-21%
CCOc1ccccc1CN(CCc1ccc2c(c1)OCO2)Cc1cccc(OC)c1OC	9.6%	?	4%	-16%	15%	7%	5%	-1%	23%

(list continues)
SMILES	RXFP1 agonist	12-LOX inh	Vif-A3G inh	USP1-UAF1 inh	mIDH1 inhibitor	TrxR1 substrate	RGS4 inhibitor	Vif-A3F inh	rTrxR1 inhibitor
Cc1cc(C(F)(F)F)c2c(N)c(C(=O)Nc3c(Cl)cccc3Cl)sc2n1	-0.4%	2%	2%	?	5%	-2%[57.1 µM]	12%	-1%	16%[57.1 µM]
CCCCCOC(=O)c1ccc(OC(=O)c2sc3ncn(Cc4cccc(F)c4)c(=O)c3c2C)cc1	2.8%	-10%	3%	-19%	0%	2%[57.1 µM]	26%	4%	11%[57.1 µM]
Cc1cc2c(cc1S(=O)(=O)N(C)Cc1ccccc1)n(C)c(=O)c(=O)n2C	12%	433%[activator]	-5%	-19%	18%	2%[57.1 µM]	10%	2%	11%[57.1 µM]
O=C(NCCOC(=O)c1ccccc1C(=O)OCCNC(=O)c1cccnc1)c1cccnc1	-0.2%	-22%	-1%	-11%	0%	2%[57.1 µM]	9%	2%	5%[57.1 µM]
S=c1[nH]nc(-c2ccc3c(c2)OCO3)n1-c1ccccc1	7.2%	?	1%	-5%	-2%	11%	?	9%	-21%
COc1ccc(C2CC2/C(=N/O)c2ccccn2)cc1 (stereo not given)	0.2%	-1%	2%	-14%	10%	6%[57.1 µM]	-38%	0%	11%[57.1 µM]
CCc1ccccc1NC(=O)C(C#N)Cc1cccnc1 (stereo not given)	2.1%	0%	0%	-15%	-1%	3%	1%	-9%	11%
CCCc1nc2ccccc2n1CCc1ccccc1	-1.6%	-12%	-4%	-21%	-1%	5%	5%	1%	14%
COc1ccc2[nH]c(=O)c(C(c3nnnn3C3CCCC3)N3CCN(Cc4ccc5c(c4)OCO5)CC3)cc2c1 (stereo not given)	-0.2%	-5%	-5%	-13%	1%	39%[activator]	-25%	2%	-15%
O=C(NNC(=O)c1ccccc1F)c1ccc2nc[nH]c2c1	4.8%	i	0%	-15%	1%	2%	-5%	-8%	8%
COc1cccc(CNC(=O)COC(=O)c2ccc(S(C)(=O)=O)c([N+](=O)[O-])c2)c1	·	·	3%	·	·	0%	0%	·	1.3µM*

4 structures out of the list, ordered by number of heavy atoms, falling:
SMILES	RXFP1 agonist	12-LOX inh	Vif-A3G inh	USP1-UAF1 inh	mIDH1 inhibitor	TrxR1 substrate	RGS4 inhibitor	Vif-A3F inh	rTrxR1 inhibitor
COc1cccc(CNC(=O)COC(=O)c2ccc(S(C)(=O)=O)c([N+](=O)[O-])c2)c1	·	·	3%	·	·	0%	0%	·	1.3µM*
Cc1cc(C(F)F)n2ncc(C(=O)NCc3ccccc3C(F)(F)F)c2n1	8.1%	12%	-4%	-15%	17%	-7%	-17%	4%	-2%
COc1ccc(/C=C2/C(=O)ON=C2c2ccccc2)cc1OC	-2.2%	?	-26%	-17%	-2%	7%	?	·	32µM*
S=c1[nH]nc(-c2ccc3c(c2)OCO3)n1-c1ccccc1	7.2%	?	1%	-5%	-2%	11%	?	9%	-21%

Single values from above:
For mIDH1 inhibitor, COc1ccc2[nH]c(=O)c(C(c3nnnn3C3CCCC3)N3CCN(Cc4ccc5c(c4)OCO5)CC3)cc2c1 (stereo not given) shows 1%
For Vif-A3F inh, O=C(NCCOC(=O)c1ccccc1C(=O)OCCNC(=O)c1cccnc1)c1cccnc1 shows 2%
For mIDH1 inhibitor, CCCc1nc2ccccc2n1CCc1ccccc1 shows -1%

This is a subset. The share of hits here may be higher or lower than overall.
